Bcl-B Bim block = human Bim-Bcl-B interaction inhibition. bead-based flow cytometry, Bim peptide-Bcl-B binding. AID 951. inhibition, % at 10 µM. Q9HD36. hit rate 0.073% among 190,000;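 also: 0% = tracer peptide without compound and 100% = reference inhibitor peptide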
Bim-Bcl-XL = human Bim-Bcl-XL interaction inhibition | inhibition, % at 10 µM | Bim peptide-Bcl-XL binding, bead flow cytometry, fluorescence | Q07817 | hit rate 0.04% among 190,000
Target sequence (Q07817 whole entry, looked up): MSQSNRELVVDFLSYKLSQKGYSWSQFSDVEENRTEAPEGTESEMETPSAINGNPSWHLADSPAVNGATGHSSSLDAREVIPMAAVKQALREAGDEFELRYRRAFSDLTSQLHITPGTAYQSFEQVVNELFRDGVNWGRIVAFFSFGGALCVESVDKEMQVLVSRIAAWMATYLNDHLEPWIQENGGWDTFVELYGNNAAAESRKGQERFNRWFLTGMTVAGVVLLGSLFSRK
GSH fluor = GSH bead compound fluorescence profile | GSH beads flow cytometry, compound fluorescence 488/530 nm; hits give high values | fluorescence (KMESF) at 10 µM | hit rate 0.25% among 190,000 | AID 1776; in the data active = fluorescence above about 89;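 also: glutathione beads carrying GST-tagged Bcl family fusion proteins plus one bare bead set; values are compound well signal with DMSO vehicle wells as background; inactives centre near 16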
Mcl-1 Bim block = disrupts Bim peptide binding to human Mcl-1; Bead-based flow cytometry, Bim peptide-Mcl-1 binding; inhibition, % at 10 µM; hit rate 0.1% among 190,000;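 also: 0% = no compound tracer wells and 100% = peptide blocker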
Target sequence (Q07820 whole entry, looked up): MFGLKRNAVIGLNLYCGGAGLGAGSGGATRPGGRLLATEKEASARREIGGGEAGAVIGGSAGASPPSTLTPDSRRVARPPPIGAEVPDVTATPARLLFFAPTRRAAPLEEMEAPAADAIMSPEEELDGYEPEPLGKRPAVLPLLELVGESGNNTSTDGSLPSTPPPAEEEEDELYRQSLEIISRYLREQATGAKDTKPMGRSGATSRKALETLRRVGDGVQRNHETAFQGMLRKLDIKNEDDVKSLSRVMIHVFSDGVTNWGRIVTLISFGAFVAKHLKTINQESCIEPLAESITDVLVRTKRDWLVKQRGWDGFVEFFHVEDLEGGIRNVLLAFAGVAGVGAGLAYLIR
RGS4-Gao reg = modulates binding of RGS4 to human Galphao | binding response (% of control), % at 10 µM | hit rate 0.33% among 220,000 | P09471 | Multiplexed bead flow cytometry; actives lie on both sides; in the data active = binding response below about 49% or above about 150%; inactive = in between;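 also: fluorescent Galphao activated with aluminum fluoride binding bead-coupled RGS4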
Bim-Bcl-2 = inhibitors of Bim-Bcl-2 interaction, human; hit rate 0.06% among 190,000; P10415; Bead-based flow cytometry, Bim peptide-Bcl-2 binding; inhibition, % at 10 µM; in the data active = inhibition above about 40%; inconclusive = no clear call, values can overlap the other calls;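 also: 0% = no compound wells with probe peptide and 100% = reference peptide inhibitor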
Target sequence (P10415 whole entry, looked up): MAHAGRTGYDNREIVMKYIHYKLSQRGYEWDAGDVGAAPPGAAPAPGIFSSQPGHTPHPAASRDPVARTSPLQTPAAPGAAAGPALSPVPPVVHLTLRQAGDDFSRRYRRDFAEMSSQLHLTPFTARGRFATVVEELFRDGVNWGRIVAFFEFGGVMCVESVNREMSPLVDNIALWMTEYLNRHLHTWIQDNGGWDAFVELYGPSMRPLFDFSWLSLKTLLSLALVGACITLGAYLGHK
Bim-Bcl-W = human Bim-Bcl-W interaction inhibition; Q92843; bead-based flow cytometry, Bim peptide-Bcl-W binding; hit rate 0.02% among 190,000; AID 952; inhibition, % at 10 µM;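 also: 0% = bound tracer without compound and 100% = peptide blocker; higher means less fluorescent Bim peptide bound to Bcl-W beads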
Target sequence (Q92843 whole entry, looked up): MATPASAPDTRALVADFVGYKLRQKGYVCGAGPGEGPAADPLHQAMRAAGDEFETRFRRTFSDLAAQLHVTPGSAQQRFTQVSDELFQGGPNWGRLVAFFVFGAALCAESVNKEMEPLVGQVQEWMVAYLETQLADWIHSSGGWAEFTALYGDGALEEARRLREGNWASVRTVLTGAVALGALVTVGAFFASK
Mcl1 Bid PPI = disrupts binding of human Mcl-1 to Bid peptide. Q07820. TR-FRET Mcl-1/Bid-Dy647 peptide binding, 1536-well. inhibition, % at 21.7 µM. AID 1021. hit rate 0.97% among 220,000;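 active = compounds that cut the binding signal by more than half at the single screening dose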;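 also: His-tagged Mcl-1 with europium anti-His antibody binding Bid BH3 peptide; 0% = Mcl-1 plus peptide wells and 100% = peptide-only wells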
RGS7-Gao reg = modulates binding of RGS7 to human Galphao; P09471; Multiplexed bead flow cytometry; actives lie on both sides; binding response (% of control), % at 10 µM; hit rate 0.35% among 220,000; in the data active = binding response below about 49% or above about 150%; inconclusive = no clear call, values can overlap the other calls; inactive = in between;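 also: fluorescent Galphao held in activated GDP-AlF4 state binding bead-coupled RGS7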
Bim-Bfl-1 = human Bim-Bfl-1 interaction inhibition; inhibition, % at 10 µM; Q16548; hit rate 0.12% among 190,000; Bead-based flow cytometry, Bim-Bfl-1 binding inhibition; AID 1008;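 also: 0% = wells without compound plus tracer and 100% = blocker peptide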
RGS8-Gao reg = regulators of human RGS8-Galphao interaction. P09471. multiplexed bead flow cytometry, RGS8-Galphao binding; actives lie on both sides. response (percent of control binding), % at 10 µM. hit rate 0.34% among 220,000. AID 1423; in the data active = response below about 60% or above about 140%; inactive = in between;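 also: Galphao activated as the GDP aluminium fluoride complex binding bead-coupled RGS8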
An asterisk follows results filed as active; ? = inconclusive. Rule as the data show it, unless noted: active = inhibition above about 40%.

SMILES	Bcl-B Bim block	Bim-Bcl-XL	GSH fluor	Mcl-1 Bim block	RGS4-Gao reg	Bim-Bcl-2	Bim-Bcl-W	Mcl1 Bid PPI	RGS7-Gao reg	Bim-Bfl-1	RGS8-Gao reg
COc1cc2c(cc1OC)C(COc1ccccc1OC)N(C(=O)C(C)C)CC2 (stereo not drawn)	2	0	14	2	101	-1	2	-19	98	-3	101
Cc1ccccc1C(=O)N/N=C1/SCC(=O)N1Cc1ccc2c(c1)OCO2	-6	-4	9	-3	94	-8	-4	-5	97	-11	88
COc1ccccc1NC(=O)NCc1ccccc1F	1	-5	17	3	103	-1	0	-59	106	-5	104
CCOc1ccc(Cl)cc1CNCCNCC(C)O (stereo not drawn)	-1	0	11	-4	105	-2	-2	3	119	0	100
COc1ccccc1NC1=NC2(CCCC2)N=C(N)N1	-6	5	27	-3	102	-9	1	-8	98	-16	103
CCc1cccc(N=c2c([N+](=O)[O-])nn(-c3ccc4c(c3)OCCO4)n2O)c1	-3	-2	12	0	107	0	-3	1	104	0	107
Cc1cc(C)c(C#N)c(SCc2[nH]nc3c2C(c2ccccc2)C(C#N)=C(N)O3)n1 (stereo not drawn)	-1	2	11	27	100	2	18	-21	101	0	102
CCOC(=O)CSC1=NN2CCS(=O)(=O)N=C2S1	0	0	14	-2	100	-1	0	-28	98	1	100
Nc1cc(=O)[nH]c(SCC(=O)Nc2ccccc2Sc2ccccc2)n1	-4	-3	11	-2	99	-4	0	-22	105	-6	103
CC(C)C(NC(=O)CNC(=O)OC(C)(C)C)C(=O)NCc1ccc(Cl)cc1 (stereo not drawn)	-11	-2	14	-2	98	-4	-3	-15	100	-1	98
Cn1c(=O)n(C)c2cc(NS(C)(=O)=O)ccc21	1	-2	16	-1	89	-2	-4	-45	96	-2	93
COc1ccc(-c2cc(N)n(S(=O)(=O)c3ccc(F)cc3)n2)cc1OC	-3	0	19	2	101	-6	1	-11	100	-10	100
Cn1c(=O)cc(SCC(=O)NCCC2=CCCCC2)c2ccccc21	-7	-6	5	-4	100	1	-2	-28	101	0	104
CC(C)NOC(=O)c1ccc(Cl)cc1	-2	-1	14	0	92	0	1	-5	92	-5	96
CCS(=O)(=O)n1nc(-c2ccc(OC)cc2)nc1SC	-3	0	80	1	101	-5	-2	-15	99	-7	98
C#CCONC(=O)c1cc(OCC(F)(F)F)ccc1OCC(F)(F)F	1	-1	51	-4	119	4	1	-22	112	3	111
CN1CCN(C(=O)c2ccccc2NC(=O)Cc2ccccc2)CC1	-9	-6	31	-1	101	-5	-1	-16	99	-16	101
OCCCCNCc1cc(Br)ccc1OCc1ccccc1	0	1	14	0	95	3	1	-15	95	-5	100
O=C1CSC(c2ccc(F)cc2)N1c1nnc(C23CC4CC(CC(C4)C2)C3)s1 (stereo not drawn)	-9	-6	35	-2	102	-7	1	-21	100	-19	101
COc1cc(C(=O)Nc2nnc(CC(=O)N3CCOCC3)s2)cc(OC)c1OC	-6	-4	28	0	102	-13	-2	0	99	-8	97
COc1ccc(C2C3=C(CC(c4ccco4)CC3=O)Nc3ccccc3N2C(C)=O)cc1 (stereo not drawn)	-24	-3	12	-8	102	-4	-8	-4	102	4	99
CCOCCCNC(=O)COC(=O)/C=C/c1ccc(S(=O)(=O)N2CCc3ccccc32)cc1	2	0	15	-2	104	0	2	13	103	1	103
Cc1c(/C=N\NC(=O)c2ccc(F)cc2)cnn1C	-9	-3	10	-2	101	-2	-5	-1	95	-1	102
Cc1ccccc1-c1nsc(SCC(=O)c2ccc(Cl)cc2)n1	5	9	10	6	102	4	6	2	99	11	101
Cc1ccc(NC(=O)CN(C)CC(=O)Nc2ccccc2C(=O)Nc2ccccc2)cc1	-3	0	23	1	102	4	2	4	99	-3	104
CC(C)CN(C(=O)COC(=O)c1cc2c(s1)CCC2)C1CCS(=O)(=O)C1 (stereo not drawn)	-3	0	8	1	95	-3	1	-29	83	-7	100
CCCC(C)C(=O)N(Cc1ccccc1)c1ccccn1 (stereo not drawn)	0	-1	9	0	65	1	0	-29	81	0	85
CCC(CC)C(=O)N(CCc1ccc(OC)cc1)Cc1nc2ccccc2c(=O)[nH]1	-7	3	54	-1	95	-2	2	-13	100	-8	99
Cc1ccc(C2=CSC3=NS(=O)(=O)CCN23)cc1	-8	-18	9	-24	102	-5	-13	-7	99	-3	102
CC(=O)Nc1ccc(SCC(=O)O)cc1	-1	1	13	0	101	-2	0	-13	100	-4	99
O=C(NCc1ccco1)C12CN(Cc3ccccc3)CC1C(c1ccc([N+](=O)[O-])cc1)=NO2 (stereo not drawn)	-2	-2	11	0	100	-2	2	16	101	-1	100
Cc1ccccc1-c1cc(-c2ccccc2O)on1	-2	-2	10	-1	101	0	0	-2	100	-1	105
CCN(CC)Cc1cc(O)c(CN(CC)CC)cc1O	-6	0	26	0	98	2	1	-100	102	-1	97
COc1cccc(-c2cc(C(F)(F)F)nc(-n3cc(C)cn3)n2)c1	-6	-1	17	-3	102	-3	-4	-31	?	-3	101
CCOc1ccccc1-n1c(CNc2ccc(F)cc2)nnc1SCC(=O)NCc1ccco1	-6	-6	12	-4	101	-4	-7	-21	101	-2	103
O=C(CSc1nc(O)cc(=O)n1-c1ccccc1)NCc1ccccc1	-4	-5	13	-1	97	0	-3	24	99	-8	99
COCC(C)NC(=O)C1CC(c2cccc(Br)c2)=NO1 (stereo not drawn)	2	3	6	3	97	6	1	-7	91	2	98
Cn1c(-c2ccccc2)cnc1SCc1nc2ccccc2c(=O)[nH]1	-4	-3	25	0	102	-6	0	-49	100	-7	100
Cc1cc([N+](=O)[O-])nn1CC(=O)N1N=C(C(F)F)CC1(O)C(F)F (stereo not drawn)	0	-1	7	0	102	3	0	6	103	1	99
CCc1[nH]nc2c1C(c1ccsc1)C(C#N)=C(N)O2 (stereo not drawn)	-3	-3	17	0	99	-6	-2	-24	101	1	100

An excerpt of the results above, as a working copy:
SMILES	Bcl-B Bim block	Bim-Bcl-XL	GSH fluor	Mcl-1 Bim block	RGS4-Gao reg	Bim-Bcl-2	Bim-Bcl-W	Mcl1 Bid PPI	RGS7-Gao reg	Bim-Bfl-1	RGS8-Gao reg
CC(C)CN(C(=O)COC(=O)c1cc2c(s1)CCC2)C1CCS(=O)(=O)C1 (stereo not drawn)	-3	0	8	1	95	-3	1	-29	83	-7	100
CCCC(C)C(=O)N(Cc1ccccc1)c1ccccn1 (stereo not drawn)	0	-1	9	0	65	1	0	-29	81	0	85
CCC(CC)C(=O)N(CCc1ccc(OC)cc1)Cc1nc2ccccc2c(=O)[nH]1	-7	3	54	-1	95	-2	2	-13	100	-8	99
Cc1ccc(C2=CSC3=NS(=O)(=O)CCN23)cc1	-8	-18	9	-24	102	-5	-13	-7	99	-3	102
CC(=O)Nc1ccc(SCC(=O)O)cc1	-1	1	13	0	101	-2	0	-13	100	-4	99
O=C(NCc1ccco1)C12CN(Cc3ccccc3)CC1C(c1ccc([N+](=O)[O-])cc1)=NO2 (stereo not drawn)	-2	-2	11	0	100	-2	2	16	101	-1	100
Cc1ccccc1-c1cc(-c2ccccc2O)on1	-2	-2	10	-1	101	0	0	-2	100	-1	105
CCN(CC)Cc1cc(O)c(CN(CC)CC)cc1O	-6	0	26	0	98	2	1	-100	102	-1	97
COc1cccc(-c2cc(C(F)(F)F)nc(-n3cc(C)cn3)n2)c1	-6	-1	17	-3	102	-3	-4	-31	?	-3	101
CCOc1ccccc1-n1c(CNc2ccc(F)cc2)nnc1SCC(=O)NCc1ccco1	-6	-6	12	-4	101	-4	-7	-21	101	-2	103
O=C(CSc1nc(O)cc(=O)n1-c1ccccc1)NCc1ccccc1	-4	-5	13	-1	97	0	-3	24	99	-8	99
COCC(C)NC(=O)C1CC(c2cccc(Br)c2)=NO1 (stereo not drawn)	2	3	6	3	97	6	1	-7	91	2	98
Cn1c(-c2ccccc2)cnc1SCc1nc2ccccc2c(=O)[nH]1	-4	-3	25	0	102	-6	0	-49	100	-7	100
Cc1cc([N+](=O)[O-])nn1CC(=O)N1N=C(C(F)F)CC1(O)C(F)F (stereo not drawn)	0	-1	7	0	102	3	0	6	103	1	99
CCc1[nH]nc2c1C(c1ccsc1)C(C#N)=C(N)O2 (stereo not drawn)	-3	-3	17	0	99	-6	-2	-24	101	1	100

More entries:
SMILES	Bcl-B Bim block	Bim-Bcl-XL	GSH fluor	Mcl-1 Bim block	RGS4-Gao reg	Bim-Bcl-2	Bim-Bcl-W	Mcl1 Bid PPI	RGS7-Gao reg	Bim-Bfl-1	RGS8-Gao reg
C=C(C)CN(CC)c1nc(N)c2c(N)nc3c(c2c1C#N)CC(=O)N3C12CC3CC(CC(C3)C1)C2	-3	-5	31	1	95	-9	1	-6	96	-13	98
COCC(=O)OCC(=O)Nc1ccccc1-c1ccccc1	-5	2	12	0	100	4	-2	0	99	-3	104
Cc1ccc(CN(c2ccc(C(=O)NCc3ccc4c(c3)OCO4)cc2)S(C)(=O)=O)cc1	-4	-6	6	0	97	-2	2	-8	99	-11	99
COc1ccc(CNC(=O)COC(=O)/C=C/c2cccc(Br)c2)cc1	-5	-4	18	-3	105	-4	-6	-20	?	-7	104
Cc1ccc(-n2ncc3c(NCc4ccc5c(c4)OCO5)ncnc32)c(C)c1	-1	0	16	3	102	1	0	-8	101	-1	102
O=C(NCCCN1CCOCC1)c1cc2ccccc2oc1=O	-1	-1	12	-1	99	0	0	-2	100	-1	103
COc1ccc(C(=O)Nc2cc(C(C)=O)c(C)oc2=O)cc1	-3	-3	15	0	100	-5	0	-6	?	-1	101
N#C/C(=N/O)c1nc(-c2ccc(F)cc2)cs1	-9	-7	28	-2	95	-3	-4	16	95	-3	96
Cc1cc(CNC(=O)Cc2ccccc2)c2ccccc2n1	-2	-2	12	-3	101	-1	2	-3	96	-3	106
Cc1cccc(NC(=O)NCC(F)(F)F)n1	-12	-8	33	-3	101	-7	-2	-6	100	-17	102
CCC(C)COC(=O)C(C#N)c1nc2ccccc2nc1N1CCCCC1 (stereo not drawn)	-10	-4	23	0	101	-4	0	-11	102	-8	100
Cc1cc(C)n(-c2nc(-n3nc(C)cc3C)c3c4c(sc3n2)COC(C)(C)C4)n1	2	1	19	0	87	1	-1	-5	98	0	96
Cc1nc(C/C(=N\Nc2ccccc2)c2ccc(O)cc2O)cs1	-4	-1	14	1	99	1	1	-16	?	0	100
CC(C)NCc1nnc(-c2ccccc2Cl)o1	-7	0	15	-5	99	0	0	5	98	-2	99
Cc1nnc(SCC2=C(C(=O)O)N3C(=O)C(NC(=O)Cn4nc(C)c(Cl)c4C)C3SC2)s1 (stereo not drawn)	-9	-6	10	-1	104	-1	0	-28	100	-1	103
O=C(c1ccccc1)[C@@H]1[C@@H](C(=O)c2ccc(F)cc2)[C@@]2(C(=O)Nc3ccccc32)[C@H]2c3ccccc3C=CN12	38	26	8	22	104	39	22	-29	115	34	100
Cc1ccc(OCCOCCNC(C)C)c(Br)c1	-2	-3	24	2	93	0	-1	17	100	-1	99

Compound activity from PubChem.
